# HPDE-C7 viability = HPDE-C7 pancreatic duct cell viability loss – fluorescence, HTS (AID 430); HPDE-C7 pancreatic duct cells viability, fluorescence; higher % means a stronger effect; cytotoxicity, % at 10 µM; hits with a dose series show EC50 in µM; 63,000 compounds, 1.8% hits;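 note: cells exposed to compound for 48 hours before viability readout; 0% = vehicle and 100% = reference cytotoxic drug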
# MK inhibit = S. pneumoniae mevalonate kinase inhibition; inhibition, % at 10 µM; purified MK, PK/LDH-coupled NADH absorbance 340 nm; 65,000 compounds, 0.48% hits;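 active = ranked among the strongest by inhibition in the single 10 µM screen, a fixed top-ranked set picked for dose follow-up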; note: no value below 0 was filed
# PMK inhibit = inhibitors of Streptococcus pneumoniae phosphomevalonate kinase | 65,000 compounds, 0.49% hits | inhibition, % at 10 µM | purified PMK, PK/LDH-coupled NADH absorbance 340 nm | AID 539;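 active = top-ranked compounds by inhibition in the single 10 µM screen, taking a fixed number of the strongest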;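 note: 0% = full reaction with DMSO carrier and 100% = background rate without enzyme reaction; no value below 0 was filed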
# KRASV12 cytotoxicity = viability loss of HPDE-C7K cells – cell-based, fluorescence, HTS, primary screen (AID 431); 63,000 compounds, 1.7% hits; HPDE-C7K KRASV12 cells, Alamar Blue viability, 48 h; higher % means a stronger effect; cytotoxicity, % at 10 µM, or EC50 in µM where a hit was titrated;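 active = compounds whose percent cytotoxicity in the single-dose primary screen, scaled between solvent and toxic-drug controls, exceeds 50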;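 note: 0% = DMSO solvent wells and 100% = doxorubicin-treated wells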
# LYP inhibition = inhibition of human PTPN22 tyrosine phosphatase – biochemical, DiFMUP fluorescence, recombinant catalytic domain, 10 µM, primary screen (AID 606) | recombinant LYP catalytic domain, DiFMUP fluorescence; higher % means a stronger effect | 52,000 tested, under 10 active | inhibition, % at 10 µM; hits with a dose series show IC50 in µM;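 active = IC50 under 40 µM in the dose-response test; inactive = IC50 of 40 µM or more, or never dose-tested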
# DPM-DC inhibit = S. pneumoniae DPM-DC inhibition | 65,000 compounds, 0.49% hits | purified DPM-DC, PK/LDH coupled NADH fluorescence | calls only at 10 µM;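 active = the 320 compounds with the highest percent inhibition in the single-dose primary screen, excluding strongly autofluorescent ones, cut at about 32% in these data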;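 note: kinetic rate of NADH fluorescence loss reporting ADP formed by the decarboxylase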
# Bfl-1 inhibitors = Bfl-1 inhibitors, primary screen, biochemical, fluorescence polarization, FITC-Bid, mouse (AID 432); FITC-Bid BH3 peptide fluorescence polarization displacement; higher % means a stronger effect; displacement, % at 20 µM, or IC50 in µM where a hit was titrated; 64,000 compounds, 0.02% hits; in the data active = a potency from the dose series; inactive = the rest, 99 in 100 with displacement below about 15%; note: strong numbers were not always called active
# HT1080 cytotoxicity = cytotoxicity in HT1080 fibrosarcoma cells, cell-based, fluorescence readout (AID 620) | cytotoxicity, % at 10 µM, or EC50 in µM where a hit was titrated | 87,000 compounds, 0.42% hits | HT1080 viability, fluorescence; higher % means a stronger effect;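 note: cells exposed to compound overnight then 4 h with Alamar Blue; 0% = vehicle DMSO and 100% = killing control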
# TNAP inhibition = human TNAP enzyme inhibitors, biochemical, luminescent (AID 518); one-dose inhibition, % at 20 µM; IC50 in µM for titrated hits; 64,000 compounds, 0.09% hits; purified TNAP enzyme, luminescent substrate readout; higher % means a stronger effect; in the data active = a potency from the dose series; inactive = the rest, 99 in 100 with inhibition below about 22%;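 note: plate controls were vehicle for no effect and reference inhibitor for full effect; many of its hits are not listed in these tables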
# PMK inhibit pilot replicates = second read-out of PMK inhibit, no call of its own (marks repeat the call); inhibition, %; measured here: pilot screen replicates
# MK inhibit pilot replicates = also measured in MK inhibit; calls as there; inhibition, %; measured here: pilot screen replicates
# DPM-DC inhibit pilot screen % = recorded beside DPM-DC inhibit, whose call it bears; inhibition, %; measured here: pilot screen trials
# * marks the source's active call; other numbers are inactive results; i = inactive; · = not tested or not shown; + = active, no number. Cut-off read from the data, not from the text of the source, unless noted: active = cytotoxicity above about 50%; inactive = the rest. These rows are one share of the data. The share of hits here may be higher or lower than overall.
SMILES,HPDE-C7 viability,MK inhibit,PMK inhibit,KRASV12 cytotoxicity,LYP inhibition,DPM-DC inhibit,Bfl-1 inhibitors,HT1080 cytotoxicity,TNAP inhibition,others
Cc1nn(-c2ccccc2)c(Cl)c1C1C(C#N)=C(N)Oc2c1c(=O)oc1ccccc21 (configuration not stated),-9%,1,18,-8%,3%,i,1%,-5%,10%,
Cc1nn(CCC#N)c2c1P(=S)(N1CCCC1)OC(c1ccc(F)cc1)=N2 (configuration not stated),10%,4,11,-4%,2%,i,2%,3%,6%,
CCCCOc1ccc(CC2C(=O)N(C)C(=O)N(C)C2=O)cc1,-6%,0,0,-11%,·,i,-4%,-8%,9%,
Cc1ccc2c(c1)C(c1ccccc1)NCC(=O)N2 (configuration not stated),5%,10,9,3%,·,i,-1%,-10%,13%,
COCCOC(=O)C1=C(N)Oc2c(c(=O)oc3ccccc23)C1c1ccncc1 (configuration not stated),6%,0,13,10%,·,i,-7%,2%,5%,PMK inhibit pilot replicates=0.0;MK inhibit pilot replicates=0.5;DPM-DC inhibit pilot screen %=0.0
CC(C)NS(=O)(=O)c1ccc(OCC(=O)N2CCN(C)CC2)cc1,-1%,5,5,0%,7%,i,-7%,1%,0%,
CN1CCC(n2nccc2N)CC1,6%,3,16,-5%,10%,i,-3%,-2%,9%,
Cc1ccc2c(c1)CC1(CN2C)C(=O)NC(=O)N(c2cc(C)ccc2C)C1=O (configuration not stated),-5%,9,10,3%,·,i,6%,-2%,12%,
OCC1(CO)COC(c2cccnc2)N1 (configuration not stated),5%,0,2,5%,2%,i,-2%,-6%,3%,
CCOC(=O)C1SC2(C(F)(F)F)CC1(O)c1c(C)cc(C)nc1O2 (configuration not stated),·,11,0,·,12%,i,·,4%,·,
CCOC(=O)N(c1ccccc1)P1(=S)OCCO1,-20%,6,20,-11%,4%,i,-13%,0%,2%,
C=CCn1c(O)c(C(CC)=NCCCO)c(=O)[nH]c1=O,-24%,2,6,-16%,-1%,i,0%,1%,2%,
CC(=O)N1CCC2(CC1)CC(=O)c1cc(OCC(=O)N3CCN(C)CC3)ccc1O2,2%,0,9,10%,·,·,-4%,-9%,6%,
O=C(Cc1ccccc1)OCn1nnc2ccccc2c1=O,·,0,0,·,8%,i,·,-2%,·,
c1ccc2oc(N3CCNCC3)nc2c1,2%,0,9,-4%,1%,i,-1%,-1%,5%,
CC(C)n1cc(C(=O)N(CC(=O)NC2CCCC2)Cc2ccccc2)cn1,·,2,3,·,·,i,-4%,14%,10%,
CN1CCN(C(=O)Cc2nc3ccccc3[nH]2)CC1,1%,11,5,0%,·,i,-6%,-8%,12%,
FC(F)(F)/C(=N\P(=S)(N1CCOCC1)N1CCOCC1)N1CCOCC1,5%,12,1,9%,4%,i,-2%,4%,9%,
O=C(CCn1c(=O)oc2ccccc21)N1CCC2(CC1)OCCO2,-30%,0,16,-7%,3%,i,-4%,-2%,3%,
CC(C(N)=O)N1CC(c2ccc(Cl)cc2)CC1=O (configuration not stated),8%,6,17,8%,19%,i,2%,5%,15%,
Nc1ccccc1N=Cc1c(O)n(CCC2=CCCCC2)c(=O)[nH]c1=O,-6%,10,5,9%,·,i,-2%,2%,2%,
Cc1cccc(NC(=O)CSc2nnc([C@@H](N)Cc3c[nH]c4ccccc34)o2)c1C,·,3,8,·,14%,i,-10%,-4%,-3%,
COc1cccc(OC)c1C1=NCC(=O)Nc2c1oc1ccc(Br)cc21,72%*,12,0,57%*,·,i,5%,65%*,5%,
Cc1cccnc1-n1c(CN2C(=O)c3ccccc3C2=O)nc2ccccc2c1=O,8%,2,0,-3%,15%,i,2%,-6%,10%,
O=C(Nc1cccnc1)c1c(O)c2c(n(Cc3ccccc3)c1=O)CCCC2,1%,5,5,-11%,·,i,-5%,-7%,2%,
COc1ccc2c(c1)c(C(=O)O)c(C)n2CC(C)C,-9%,4,5,-11%,10%,i,-16%,-1%,16%,
Nc1ncc(P(=S)(N2CCOCC2)N2CCOCC2)s1,-13%,3,9,-5%,1%,i,-10%,8%,8%,
COc1cccc(OCC(=O)N2CCN(C)CC2)c1,-5%,6,8,-13%,-7%,i,-4%,-8%,4%,
N#Cc1cc2c(nc1SCC(=O)Nc1ccc(Cl)cc1)C1CCN2CC1,·,9,6,·,11%,i,-6%,-16%,-6%,
CCCCn1c(O)c(C(C)=NCCN2CCCCC2)c(=O)[nH]c1=O,3%,4,12,6%,8%,i,-6%,5%,7%,

# Looked up one by one from above:
SMILES,HPDE-C7 viability,MK inhibit,PMK inhibit,KRASV12 cytotoxicity,LYP inhibition,DPM-DC inhibit,Bfl-1 inhibitors,HT1080 cytotoxicity,TNAP inhibition,others
c1ccc2oc(N3CCNCC3)nc2c1,2%,0,9,-4%,1%,i,-1%,-1%,5%,
O=C(CCn1c(=O)oc2ccccc21)N1CCC2(CC1)OCCO2,-30%,0,16,-7%,3%,i,-4%,-2%,3%,

# (further entries)
SMILES,HPDE-C7 viability,MK inhibit,PMK inhibit,KRASV12 cytotoxicity,LYP inhibition,DPM-DC inhibit,Bfl-1 inhibitors,HT1080 cytotoxicity,TNAP inhibition,others
CC(=O)Nc1ccc(OC(=O)N(C)c2ccccc2)cc1,0%,0,12,-16%,12%,i,-8%,-4%,9%,
Cc1ccc(Cn2c(C)c3cnn(CC(=O)N4CCC5(CC4)OCCO5)c(=O)c3c2C)cc1,3%,0,20,0%,8%,i,2%,7%,6%,PMK inhibit pilot replicates=0.0;MK inhibit pilot replicates=0.0;DPM-DC inhibit pilot screen %=0.0
Cc1ccc2c(c1)C1CN(C)CCC1N2C(=O)c1ccc(Br)o1 (configuration not stated),-3%,7,9,-2%,1%,i,-3%,·,2%,
C=CCOC(=O)C1=C(C)OC(N)=C(C(=O)OCC)C12C(=O)N(CC(N)=O)c1ccccc12 (configuration not stated),-12%,0,18,-5%,10%,i,-1%,-16%,-1%,
Cc1nn(C2CCOC(C)(C)C2)c2c1C(c1ccc3c(c1)OCO3)SCC(=O)N2 (configuration not stated),-3%,13,0,6%,7%,i,-3%,12%,14%,
O=C(CCc1nc(-c2ccccc2F)no1)N1CCC2(CC1)OCCO2,-8%,0,12,-1%,7%,i,-8%,2%,6%,
c1ccc(C2CC3CC4(CCCC4)N2O3)cc1 (configuration not stated),6%,3,0,1%,-4%,i,6%,5%,0%,
Cc1ccc2c(c1)C1CN(C)CCC1N2C(=O)Cn1cnc2c1c(=O)n(C)c(=O)n2C (configuration not stated),3%,7,0,-3%,-1%,i,2%,1%,9%,
CCCCC1(CN2CCCC2=O)C(=O)NC(=O)NC1=O,-15%,1,0,-15%,-3%,i,-7%,-3%,0%,
Cc1ccc(-n2c(O)c(C=Nc3ccccc3N)c(=O)[nH]c2=O)cc1C,-7%,10,9,-13%,11%,i,-3%,2%,-5%,
O=c1[nH]c(=O)n(Cc2ccccc2)c(O)c1C=NCCCO,-4%,0,3,-4%,15%,i,-7%,3%,1%,PMK inhibit pilot replicates=0.0;MK inhibit pilot replicates=0.0;DPM-DC inhibit pilot screen %=0.0
CN1CCN(CC(=O)Nc2ccc(Cl)cc2C(=O)c2ccccc2)CC1,4%,4,9,-10%,13%,i,1%,4%,5%,
CCOCCN1CCC(OC(C)=O)C(C)C1 (configuration not stated),5%,4,0,9%,3%,i,-8%,-10%,10%,
COc1ccccc1-n1c(O)c(C=NCc2ccc3c(c2)OCO3)c(=O)[nH]c1=O,-3%,6,7,3%,·,i,4%,1%,7%,PMK inhibit pilot replicates=2.0;MK inhibit pilot replicates=0.0;DPM-DC inhibit pilot screen %=1.0
Cc1ccc(C)c(C2(O)CC(C)N(C)CC2C)c1 (configuration not stated),0%,1,8,2%,18%,i,7%,0%,15%,PMK inhibit pilot replicates=0.5;MK inhibit pilot replicates=3.0;DPM-DC inhibit pilot screen %=1.5
O=C(CCS(=O)(=O)c1ccc(Br)cc1)N1CCC2(CC1)OCCO2,-10%,1,5,-10%,-1%,i,-6%,-10%,9%,
Cc1cc(OCC(=O)Nc2cc(C)nn2-c2ccccn2)c2c3c(c(=O)oc2c1)CCC3,·,10,12,·,11%,i,4%,12%,5%,
CCOC(=O)c1c(C)n(COCCO)c2ccc(O)cc12,·,7,5,·,-25%,i,-2%,22%,6%,
CC(C)n1nnnc1CN1CCN(C)CC1,-7%,11,12,1%,·,i,3%,19%,11%,
O=C(c1cc2c(s1)CCCC2)N1CCC2(CC1)OCCO2,-3%,0,3,-6%,6%,i,-8%,4%,9%,
COC(=O)c1ccc(CN2CCN(Cc3ccccc3)CC2)cc1,16%,7,3,35%,·,i,-8%,13%,17%,
Cn1c(O)c(C=Nc2ccc3c(c2)CCC3)c(=O)n(C)c1=O,3%,9,0,1%,-2%,i,-3%,-4%,13%,
CCN(c1ccc(C(O)(C(=O)OC)C(F)(F)F)cc1)S(=O)(=O)c1ccccc1 (configuration not stated),-6%,7,6,9%,29%,i,-3%,-9%,8%,
Cc1cccc(-n2c(O)c(C=NCCCN3CCOCC3)c(=O)[nH]c2=O)c1C,5%,8,11,-5%,6%,i,-2%,0%,6%,PMK inhibit pilot replicates=0.0;MK inhibit pilot replicates=0.0;DPM-DC inhibit pilot screen %=0.5
CCOC(=O)CS(=O)(=O)c1nc(-c2ccc(F)cc2)cc(C(F)(F)F)n1,9.3µM*,10,5,6µM*,7%,i,3.8µM*,57%*,10%,
O=C(Cc1ccccc1)N1CCN(C2CCCC2)CC1,-14%,6,0,-14%,8%,i,-6%,0%,5%,
Cn1c(C(=O)O)c(CC(=O)N2CCN(Cc3ccccc3)CC2)c2ccccc21,1%,7,10,14%,2%,i,13%,5%,8%,
CCCC(C)C1C(C#N)=C(N)Oc2c1c(=O)oc1ccccc21 (configuration not stated),17%,6,11,2%,9%,i,0%,8%,9%,PMK inhibit pilot replicates=4.0;MK inhibit pilot replicates=1.5;DPM-DC inhibit pilot screen %=3.5
CCC(=NCc1ccco1)c1c(O)n(-c2ccccc2)c(=O)[nH]c1=O,-10%,3,0,10%,-7%,i,0%,-2%,2%,
CCCCn1c(=O)c(C(=O)NCc2ccncc2)c(O)c2ccccc21,·,0,10,·,0%,i,4%,5%,13%,
CN1CCC(OC(=O)C2c3ccccc3Oc3ccccc32)CC1,16%,0,3,32%,16%,i,-3%,14%,9%,PMK inhibit pilot replicates=3.5;MK inhibit pilot replicates=2.0;DPM-DC inhibit pilot screen %=1.0
O=P1(NC2CCCC2)COc2ccccc2OC1,-21%,10,12,-12%,10%,+,-9%,-9%,13%,
O=C(Cn1ncc2c3ccccc3n(Cc3ccccc3F)c2c1=O)N1CCC2(CC1)OCCO2,-15%,0,19,-1%,6%,i,-7%,7%,5%,
CC1(C)CN=C(NCc2ccccc2Cl)S1,-1%,5,11,12%,-6%,i,0%,1%,4%,
COc1cc(OC)cc(-n2nc(C(=O)N3CCC4(CC3)OCCO4)c3ccccc3c2=O)c1,-2%,0,8,-1%,-4%,i,-7%,13%,9%,

# Screens from PubChem.
